High-throughput results deposited in PubChem by several laboratories.
Cardio protect: myocardial damage modulation in H9c2 cells; actives 0.63% (n = 360,000); H9c2 cardiomyocytes, H2O2 injury protection, ATPLite, 2 h; protection from H2O2 cell death, % at 20 µM;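 active means compounds giving at least 50% protection of heart cells from peroxide-induced death in the single-dose screen, raw or plate-pattern-corrected value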;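 further: 0% = DMSO wells with peroxide and 100% = DMSO wells without peroxide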
HIF-2a block: inhibitors of HIF-2a; inhibition, % at 18.8 µM; actives 0.72% (n = 360,000); 786-0 RCC cells HIF-2a reporter, luciferase luminescence, overnight;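 active means inhibition of the luminescence signal of 40% or more relative to plate controls, in a single-dose primary screen at 18.75 µM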
hiPSC survival: increases survival of single human iPS cells; hiPSC single-cell survival, ATPlite luminescence; 100% = ROCK inhibitor wells, 0% = DMSO; survival enhancement, % at 20 µM; actives 0.044% (n = 360,000); in the data active means survival enhancement above about 18%;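 further: cells exposed to compounds for 16 hours before the ATP read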
HTR2A ag: activates the mouse 5-HT2A serotonin receptor; P35363; CHO-K1 mHTR2A beta-arrestin complementation, luminescence; percent of 30 µM serotonin response; activation, % at 7.6 µM; actives 0.66% (n = 360,000);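 active means activation above a run cutoff, the mean activation of all tested compounds plus 3 SD, cut at about 14% in these data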;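 further: 0% = plate median of compound wells and 100% = 30 µM serotonin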
Target sequence (P35363 whole entry, looked up): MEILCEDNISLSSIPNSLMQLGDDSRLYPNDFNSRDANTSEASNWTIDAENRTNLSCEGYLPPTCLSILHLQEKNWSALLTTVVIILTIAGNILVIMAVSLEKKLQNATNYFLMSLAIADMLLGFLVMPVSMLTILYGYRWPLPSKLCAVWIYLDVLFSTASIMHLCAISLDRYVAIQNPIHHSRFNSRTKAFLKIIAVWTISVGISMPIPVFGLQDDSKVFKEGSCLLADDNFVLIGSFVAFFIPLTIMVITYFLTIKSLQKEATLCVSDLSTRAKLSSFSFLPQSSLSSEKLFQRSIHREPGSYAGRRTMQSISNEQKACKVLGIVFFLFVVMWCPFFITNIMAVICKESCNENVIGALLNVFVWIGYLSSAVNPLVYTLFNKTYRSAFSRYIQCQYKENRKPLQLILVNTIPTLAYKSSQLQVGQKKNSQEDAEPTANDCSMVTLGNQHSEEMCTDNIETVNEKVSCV
NR2E3 ag-1: activates human NR2E3 receptor. CHO-S Gal4-NCOR/VP16-NR2E3 two-hybrid, luciferase. actives 0.35% (n = 360,000). AID 602229. Q9Y5X4. inhibition of corepressor binding, % at 3.98 µM;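 active means inhibition above the mean of all tested compounds plus 3 SD, cut at about 70% in these data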;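 further: 0% = DMSO with NR2E3 transfected cells and 100% = cells lacking NR2E3 construct; higher means lower luciferase signal from less NR2E3 corepressor binding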
Target sequence (Q9Y5X4 whole entry, looked up, the tested form may be a part): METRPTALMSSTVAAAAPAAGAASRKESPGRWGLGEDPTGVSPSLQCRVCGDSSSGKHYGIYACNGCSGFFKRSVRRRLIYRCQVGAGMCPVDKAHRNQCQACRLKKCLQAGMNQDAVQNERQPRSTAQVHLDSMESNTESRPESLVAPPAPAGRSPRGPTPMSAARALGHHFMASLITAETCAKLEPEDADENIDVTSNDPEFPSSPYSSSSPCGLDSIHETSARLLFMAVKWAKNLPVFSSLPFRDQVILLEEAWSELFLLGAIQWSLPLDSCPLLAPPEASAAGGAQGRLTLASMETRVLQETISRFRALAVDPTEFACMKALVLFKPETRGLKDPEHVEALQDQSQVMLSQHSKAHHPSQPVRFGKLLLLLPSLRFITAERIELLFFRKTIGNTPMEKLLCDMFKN
MITF TRPM1 inh: MITF TRPM1 promoter inhibition in SK-MEL-5 cells. SK-MEL-5 TRPM1 promoter luciferase, 24 h. inhibition, % at 12.5 µM. actives 0.83% (n = 330,000);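 active means mean inhibition across replicates of 60% or more, whatever share of single replicates reaches that level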; further: values of inactives mirror those of a sister screen read the other way
Peg3 prom inh: reduces Peg3 promoter-driven luciferase expression in HeLa | HeLa PEG-Prom luciferase reporter, luminescence, overnight | inhibition, % at 20 µM | actives 1.7% (n = 360,000) | AID 588405;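 active means inhibition of at least 50% at 20 µM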
PDI inh: inhibitors of human protein disulfide isomerase | actives 0.052% (n = 350,000) | inhibition, % at 10 µM | AID 588391 | PDI insulin aggregation turbidity, A650, 90 min;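 active means mean inhibition across replicates of 30% or more, whatever share of single replicates reach that level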;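 further: absorbance from insulin aggregation driven by PDI reduction with DTT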
NR2E3 ag-2: NR2E3 (human) agonism; inhibition of corepressor binding, % at 4.78 µM; GST-NR2E3/biotin-RetCOR TR-FRET, 1536-well; actives 0.12% (n = 320,000); Q9Y5X4; AID 2300;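 active means percent inhibition above the cutoff of mean plus 3 SD of all tested compounds, set per screening campaign, cut at about 20% in these data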;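 further: 0% = DMSO wells and 100% = biotin wells as full block of FRET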
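System: GST-tagged NR2E3 plus biotinylated RetCOR corepressor; Buffer or medium: pH 7.5 Tris-based buffer; Probe or stimulus: RetCOR corepressor, biotinylated, 7 nM; Doses: compound at 4.8 µM, single dose; Schedule: 5 h incubation at 4 °C; Technique: time-resolved FRET; Evaluation: percent inhibition of TR-FRET ratio; Replication: one well per compound, singlicate testing.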
Shn3 inh set2: inhibitors of Schnurri-3 3'UTR reporter in osteoblasts; Clone20 osteoblast Shn3 3'UTR firefly luciferase, 24 h; inhibition, % at 12.5 µM; actives 0.52% (n = 360,000);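 active means mean inhibition of at least 75% with every replicate also reaching 75%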;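 further: 0% = median of neutral control wells and 100% = pilot-screen positive control compound; some compounds past the cut are filed as inactive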
CaV13 FRET inh: Primary screen for inhibitors of IQ motif and Ca2+-dependent inactivation inhibitor domain binding in CACNA1D, Förster resonance energy transfer in living cells, …; HEK cells, CFP/YFP FRET ICDI-IQ, plate reader, 10 min; percent FRET-ratio fall versus neutral wells; inhibition, % at 12.3 µM; actives 0.098% (n = 340,000);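 active means mean replicate inhibition of at least 30% and at least 1% of replicates passing that level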;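 further: 0% = median of the neutral control wells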
Numbers without * were called inactive; . = no result given.

SMILES	Cardio protect	HIF-2a block	hiPSC survival	HTR2A ag	NR2E3 ag-1	MITF TRPM1 inh	Peg3 prom inh	PDI inh	NR2E3 ag-2	Shn3 inh set2	CaV13 FRET inh
OC1CCN(c2ncnc3nc[nH]c23)CC1	6	4	4.1	6	5	.	-14	6	2	-7	-6
S=C(NCCc1ccccc1)N/N=C/c1ccc(Cl)cc1	8	-37	0.2	3	9	8	-13	-13	2	1	-1
O=C(Cn1c(-c2cncs2)nc2ccccc21)NCCc1ccccc1	14	3	6.7	6	3	.	1	-5	4	-37	-6
O=C(O)c1cc(S(=O)(=O)N2CCN(C(c3ccccc3)c3ccccc3)CC2)ccc1Cl	2	11	-0.1	6	-26	-4	5	5	2	0	-7
COc1ccccc1/C=C/c1ccc2cccc(O)c2n1	42	-181	0.0	-9	-113	-3	-169	4	-1	-56	-4
CCOC(=O)Cc1cnc(NC(=O)CSc2nc(N)cc(N)n2)s1	-2	9	-0.5	9	4	4	10	-1	-1	-12	1
O=C(O)c1ccc(NCc2cccs2)cc1	3	2	0.4	-2	-19	0	4	-5	6	-80	-22
Cc1cccc(NC(=O)C2CCCN(S(=O)(=O)c3ccc4[nH]c(=O)ccc4c3)C2)n1 (stereo not given)	-3	14	-0.3	-9	-7	4	16	0	0	2	-5
CCOC(=O)N1CCN(S(=O)(=O)c2ccc(C)cc2)C1c1ccccc1 (stereo not given)	14	20	1.8	4	-1	-3	19	2	-3	7	-6
COC(=O)c1ccccc1NC(=O)COC(=O)c1ccccc1N=Nc1ccc(N(C)C)cc1	-14	-114	-2.7	2	-9	-22	-112	-24	-6	-46	-5
CC(SCc1ccccc1)C(=O)NN=C1CCN(C)CC1 (stereo not given)	0	6	-2.3	0	1	-13	11	8	-1	-53	-8
CCOC(=O)NC(Nc1ncccn1)(C(F)(F)F)C(F)(F)F	-3	16	-3.2	-5	3	0	-6	1	-2	-10	.
CCOC(=O)C1(CCOc2ccccc2)CCN(C(=O)CCSC)CC1	2	14	-0.6	-2	3	-8	0	8	1	-1	-2
COCCNC(=O)c1c(CSc2ccccc2)noc1C(=O)NCc1ccccc1	-2	24	-1.1	-1	5	-1	-3	1	5	-22	-11
O=C(NC12CC3CC(CC(C3)C1)C2)c1ccc(-c2cccc(Cl)c2)o1	-11	-159	-1.1	-4	-42	-46	-298	-10	4	-57	-5
COc1ccc2cc(C3(C)NC(=O)N(CC(=O)NCc4ccco4)C3=O)ccc2c1 (stereo not given)	2	-8	1.1	0	-16	4	4	-5	0	17	-5
C/C(=N\n1c(C)nc2ccccc2c1=O)c1ccc(C)o1	5	7	-0.4	4	-9	-1	-9	-5	3	-10	-2
CCCC12CN3CCN(CC(C3)/C1=N\NC(=O)c1ccc(F)cc1)C2	-1	11	1.5	-1	-41	-2	3	-7	0	-6	3
CCN(CC(=O)NC1CCS(=O)(=O)C1)c1nc(-c2ccccc2)nc2ccccc12 (stereo not given)	-14	12	-0.3	4	-3	-3	17	-5	3	-3	-9
COC(=O)c1cccc(NC(=S)Nc2cccc(Cl)c2Cl)c1	-2	-31	2.4	3	-17	-4	-20	4	0	1	-6

Reformatted field by field: two of the compounds above.
O=C(O)c1cc(S(=O)(=O)N2CCN(C(c3ccccc3)c3ccccc3)CC2)ccc1Cl
  Cardio protect: 2 | HIF-2a block: 11 | hiPSC survival: -0.1 | HTR2A ag: 6 | NR2E3 ag-1: -26 | MITF TRPM1 inh: -4 | Peg3 prom inh: 5 | PDI inh: 5 | NR2E3 ag-2: 2 | Shn3 inh set2: 0 | CaV13 FRET inh: -7

COc1ccccc1/C=C/c1ccc2cccc(O)c2n1
  Cardio protect: 42 | HIF-2a block: -181 | hiPSC survival: 0.0 | HTR2A ag: -9 | NR2E3 ag-1: -113 | MITF TRPM1 inh: -3 | Peg3 prom inh: -169 | PDI inh: 4 | NR2E3 ag-2: -1 | Shn3 inh set2: -56 | CaV13 FRET inh: -4

The results go on.
SMILES	Cardio protect	HIF-2a block	hiPSC survival	HTR2A ag	NR2E3 ag-1	MITF TRPM1 inh	Peg3 prom inh	PDI inh	NR2E3 ag-2	Shn3 inh set2	CaV13 FRET inh
Cc1ccc(S(=O)(=O)N2[C@@H](c3ccccc3)C(C(=O)O)=CC[C@H]2c2cccc(Cl)c2)cc1	11	14	0.1	3	-10	-13	-2	5	0	-6	-5
COc1ccc(OCC(=O)NCCNC(=O)c2ccncc2)cc1	2	6	1.3	-3	17	9	-5	10	1	1	-4
O=C(c1ccc(N2CN(C(=O)c3ccco3)c3nc4ccccc4nc32)cc1)N1CCOCC1	72*	-41	-1.4	4	-3	-15	-55	-15	6	5	-8
Cc1ccc(S(=O)(=O)N(C)C)cc1NC(=O)COC(=O)Cc1ccccc1F	-4	18	0.5	-7	-18	-2	19	13	1	10	-3
COc1ccc(-c2nnc(SCC(=O)NCc3ccco3)o2)cc1	2	-46	-0.3	-1	-13	2	-36	5	5	-13	-5
Cc1cc(C)n(-c2ccc(C(=O)N3CCc4ccccc43)cc2)n1	9	-185	-0.7	4	-43	-40	-125	-12	-3	-53	-4
CC(=O)N1CCN(S(=O)(=O)c2cccc(C(=O)NNC(=O)Cn3ccc(C(F)(F)F)n3)c2)CC1	-5	7	-0.5	0	-14	-1	-1	-2	1	3	-7
CSc1ccccc1NC(=O)CN(C)CC(=O)Nc1ccc(Cl)cc1F	-2	20	0.4	3	-1	2	6	9	-2	-1	-5
CCCCN1C(=O)/C(=C2\SC(N3CCCCC3)=NC2=O)c2ccccc21	-19	-218	-1.4	-2	-74	-106	-220	1	-2	-39	-5
Cc1cc(NC(=O)COC(=O)c2c(C)c(C)c(C)c(C)c2C)no1	-4	4	-0.3	2	3	-17	7	-4	.	11	-3
Cc1cccc(NC(=O)c2ccc(C(=O)Nc3cccc(C)c3)nc2)c1	-1	-66	-0.8	1	-61	0	-36	-3	1	18	-1
N#Cc1c(C#N)c(SSc2c(C#N)c(C#N)c(N)n2-c2ccccc2)n(-c2ccccc2)c1N	-17	7	0.0	-2	-11	93*	105*	13	.	89*	-4
NC(=O)CCn1cnc2ccccc21	-2	15	0.8	-2	-1	4	5	0	1	8	-5
C(=C\c1cccc2ccccc12)/c1nnc(-c2cccs2)o1	-14	-138	1.8	0	-23	-4	-71	-2	2	-12	-7
Cc1ccc(C)c(N(C(=O)c2nsc(Cl)c2Cl)C(C(=O)NC2CCCC2)c2ccc(O)cc2)c1 (stereo not given)	0	6	-1.9	-1	3	6	34	-3	-3	16	-8
CC(C)C(NC(=O)c1ccccc1)C(=O)N1CCN(C/C=C/c2ccccc2)CC1 (stereo not given)	2	3	0.7	-11	-26	6	20	9	4	11	-2
COC(=O)CN(c1ccccc1)S(=O)(=O)c1ccc(F)cc1	-6	10	-0.9	-3	-12	2	6	2	-2	4	.
CC1(C(=O)NS(=O)(=O)c2ccc(Cl)cc2)CCN1C(=O)C1(c2ccc(Cl)cc2)CC1 (stereo not given)	4	9	-1.5	15*	1	.	-8	-22	.	-4	-6
CCOCCC(=O)Nc1nnc(CCc2ccccc2)s1	-2	6	1.2	-2	-17	5	14	14	.	0	16
CSc1ccccc1NC(=O)CN(C)C(C)C(=O)NCc1ccc2c(c1)OCO2 (stereo not given)	-4	12	1.2	6	-7	9	3	4	.	-22	-6
O=C(OCC(=O)N1CCCC1=O)c1cc(S(=O)(=O)N2CCOCC2)ccc1Cl	-1	3	2.0	-4	-40	3	9	-8	-3	-4	-5
O=c1c2nnn(Cc3ccccc3)c2ncn1-c1ccccc1	0	-2	1.3	1	-13	10	-18	4	2	8	-2
Cc1nn2c(COc3ccc(NC(=O)C(C)C)cc3)nnc2c2ccccc12	4	17	0.1	4	-23	-15	-7	0	-1	12	-2
Cc1ccc(NC(=O)c2cccc(S(=O)(=O)N3CCCCC3)c2)cc1	-8	-23	0.7	-2	-17	11	-14	0	-1	3	-3
CCOc1cccc(OCCCCN2CCCCC2)c1	1	13	2.6	-1	-13	3	6	-4	-2	3	-3
COc1cc(NC(=O)CSc2nnc(C)s2)cc(OC)c1	5	4	-0.4	-3	-9	4	16	8	2	-6	-5
COc1ccc(CNC(=O)C2CCCN2)cc1OC (stereo not given)	-5	10	0.1	1	14	-2	0	3	2	63	-4
Cc1cc(C)c2nc(SCc3ccc([N+](=O)[O-])cc3)nc(C)c2c1	2	21	-1.0	4	-24	6	12	-5	-4	11	-5
NC(=S)NN=Cc1ccc(OC(=O)COc2cc(Cl)c(Cl)cc2Cl)cn1	-3	-20	-2.7	-2	-7	.	6	12	.	60	-6
OC(c1ccccc1)(c1ccccc1)C1CCN(C(=S)NCCc2ccccc2)CC1	-6	6	-0.7	-7	2	-3	8	7	0	16	3
COc1ccc(N=C2NC(=O)/C(=C/c3ccc(O)c(OC)c3)S2)cc1	20	12	0.5	1	-30	-9	37	-33	6	11	-5
Cc1ccc(S(=O)(=O)N2CCCC2)cc1C(=O)NC1CCCCC1	-1	16	0.6	3	-17	-7	-4	15	1	13	-2
O=C(c1cccc(C(=O)N2CCC(O)(c3ccccc3)CC2)c1)N1CCC(O)(c2ccccc2)CC1	2	24	-0.3	2	2	.	7	2	-6	10	-17
COc1ccc(NC(=O)C2CCCN2C(=O)NC2CCCCC2)c(OC)c1 (stereo not given)	-2	13	-0.2	4	-7	20	6	8	-1	14	-4
CCc1ccc(CNC(=O)C2CCCN(S(=O)(=O)N3CC(C)CC(C)C3)C2)cc1 (stereo not given)	-7	8	0.3	-5	-1	0	8	-12	5	35	-5
CC(C)(O)CCC(C)(C)O	2	14	5.9	5	-2	3	5	.	2	-14	.
Cn1c(=O)[nH]c(=O)c2c1nc(N1CCN(CCO)CC1)n2Cc1ccccc1	-1	11	0.0	4	-14	-6	12	0	2	6	-20
O=C(c1ccccc1)c1ccc2ccccc2n1	-8	-134	-2.6	0	-15	-31	-91	-2	-3	-20	-5
O=[N+]([O-])c1ccc2c(c1)CNc1ccccc1O2	4	3	-1.3	-2	8	7	-16	21	1	-7	-3
COc1c(OC(C)=O)ccc(/C=N\NC(=O)c2ccc(Br)cc2)c1[N+](=O)[O-]	-12	-24	2.2	-5	-54	0	-31	-3	3	16	-4
Nc1[nH]nc2nc(NCc3ccccc3)c3c(c12)CCN(Cc1ccccc1)C3	20	-3	3.1	1	-20	10	14	7	3	10	-1
CN1CCN(C(=O)c2cc(Cl)cc(Cl)c2NC(=O)c2ccco2)CC1	-1	17	2.1	6	-13	-4	23	2	1	-1	-2
CC(C)(C)N/N=C/c1c(O)n(-c2ccc(Cl)cn2)c(=O)c2ccccc12	10	-12	-1.1	0	-31	3	1	5	0	3	-11
O=C(COC(=O)COc1ccccc1)NCCc1ccccc1	0	18	-0.6	-2	-1	-6	-10	6	1	-9	-6
